Screening data (PubChem BioAssay)
Kir21 inh: Kir2.1 (mouse) channel inhibition; P35561; HEK293-Kir2.1, FluxOR thallium flux fluorescence; active compounds read low; B-score at 10 µM; hit rate 0.85% among 310,000; AID 1672;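 active = fluorescence ratio B-score at or below minus 3 SD of library scores, with starting-brightness B-score within 2 SD, cut at about -4.2 in these data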;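 note: channel flux triggered by added potassium and thallium sulfate stimulus; B-score of peak minus minimum fluorescence over baseline after thallium stimulus; more negative B-score means stronger Kir2.1 block with less thallium influx; some compounds called inactive have numbers as strong as hits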
Target sequence (P35561 whole entry, looked up): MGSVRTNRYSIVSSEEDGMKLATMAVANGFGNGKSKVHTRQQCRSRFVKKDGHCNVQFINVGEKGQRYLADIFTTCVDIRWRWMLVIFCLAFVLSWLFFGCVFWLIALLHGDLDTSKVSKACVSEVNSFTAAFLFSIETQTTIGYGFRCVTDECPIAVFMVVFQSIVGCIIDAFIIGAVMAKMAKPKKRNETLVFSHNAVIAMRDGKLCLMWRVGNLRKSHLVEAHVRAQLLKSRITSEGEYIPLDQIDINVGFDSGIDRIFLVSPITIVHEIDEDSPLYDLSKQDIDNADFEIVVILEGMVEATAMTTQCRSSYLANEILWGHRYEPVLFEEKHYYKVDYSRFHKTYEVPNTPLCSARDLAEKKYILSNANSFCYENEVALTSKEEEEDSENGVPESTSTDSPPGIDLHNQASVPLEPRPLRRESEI
KCNQ2 inh: KCNQ2 potassium channel inhibitors, primary screen, cell-based, CHO-K1, FluxOR thallium flux, B-score (AID 2156) | 20 min; active compounds read low | B-score at 10 µM | hit rate 1.1% among 310,000;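 active = fluorescence ratio B-score at most minus 3 library SDs, with starting brightness B-score within 2 library SDs, cut at about -5.5 in these data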
Starred values were filed as active, the others as inactive; i = inactive.

KCNQ2 inh,Kir21 inh,SMILES
i,1.6,O=C(Nc1ccc(Br)cc1)c1ccc(F)c(S(=O)(=O)N2CCN(c3ccccn3)CC2)c1
i,-0.32,O=C(O)c1ccc(/C=N/Nc2nnnn2-c2ccccc2)cc1
i,0.62,O=C(Nc1ccc2c(c1)OCO2)C1CCCN(S(=O)(=O)c2cccs2)C1 (stereo not given)
i,0.31,COc1ccc(N2C(=O)CC(c3ccc(OC(C)C)cc3)C2=O)cc1 (stereo not given)
i,-0.55,CCn1c(/C(C#N)=C(\O)CCc2ccccc2)nc2ccccc21
i,2.9,CCN(CC(=O)NCc1cccs1)C(=O)C1CC(=O)N(c2ccc(OC)cc2OC)C1 (stereo not given)
i,-0.31,O=C(NCC(c1cccs1)N1CCOCC1)C1CCN(S(=O)(=O)c2cccc(C(F)(F)F)c2)CC1 (stereo not given)
i,0.46,Cc1ccc(N2C(=O)C3C(C2=O)C2C=CC3C23CC3)cc1 (stereo not given)
i,-0.42,CC(C)(C)CC(=O)Nc1nn[nH]n1
i,-2.4,NC(=O)COc1cccc2cccnc12
i,-0.88,S=C1N(c2ccccc2)C(c2ccc(Cl)cc2)N2CCCN12 (stereo not given)
i,-6.1e-16,N#CCOc1coc(CN2CCN(c3ccccc3)CC2)cc1=O
i,0.14,O=C(Cn1cccc1C(=O)c1ccccc1)NCCc1ccccc1
i,1.9,O=C(CSc1ccc([N+](=O)[O-])cn1)Nc1cc(C(F)(F)F)ccc1N1CCOCC1
i,-0.01,Cc1ccc(S(=O)(=O)NC2CCCC(C(=O)O)C2)cc1 (stereo not given)
i,-1.4,O=C(Cc1ccc([N+](=O)[O-])cc1)N1CCc2ccccc2C1
i,0.23,O=C(CCC(=O)Nc1nnc(C2CCCCC2)s1)NCC1CCCO1 (stereo not given)
i,-0.93,Cc1cc(C(=O)O)n(C(C)(C)C)n1
i,-2,Nc1nnc(SCC(=O)OCc2ccc(F)cc2)s1
i,0.36,O=C(Cn1c2c(c(-c3ccccc3)cc1=O)CCCC2)N1CCCCCC1
i,0.93,CCn1c(SCC(=O)Nc2ccc(NC(=O)c3ccco3)c(OC)c2)nc2ccccc2c1=O
i,-2.4,CCCCn1c(SCC(=O)OCC)nnc1-c1ccoc1C
i,0.01,O=C(C1=C[C@H](c2ccc(C(F)(F)F)cc2)C[C@H](OCc2ccc(CO)cc2)O1)N1CCN(Cc2ccc3c(c2)OCO3)CC1
i,3.7,CC(C)COc1ccc(CSCCNC(=S)Nc2ccccc2)cc1
i,-0.2,NS(=O)(=O)c1cc(C(=O)NC2CCSc3ccccc32)ccc1Cl (stereo not given)
i,0.17,CCCNC(=O)Nc1nccs1
i,0.49,CCOCCCNC(=O)C(NC(=O)c1ccc(NC(C)=O)cc1)c1ccc(OC)cc1 (stereo not given)
i,-0.14,O=C(O)CSCC(=O)Nc1ccc(-c2nc3ccccc3s2)cc1
i,0.85,N#Cc1c(-c2ccccc2)c(C#N)c2nc3ccccc3n2c1N
i,-0.15,CC(C)(C)c1ccc(OCCC(=O)NC2=NCCS2)cc1
i,-0.03,COc1ccc(NC(=O)CN(C)S(=O)(=O)c2ccc3[nH]c(=O)oc3c2)cc1
i,-2.2,Cc1ccc(SCCNC(=S)Nc2cc(C)ccc2C)cc1
i,-1.9,COc1ccccc1N(CC(=O)NC1CC2CCC1C2)S(=O)(=O)c1ccc(C)cc1 (stereo not given)
i,-0.01,Cc1ccc(Cn2nnnc2CN2CCC(O)(c3cccnc3)CC2)cc1
i,0.61,COC(=O)CCC(=O)N(C)CC1CCCN(CCc2cccc(C(F)(F)F)c2)C1 (stereo not given)
i,-0.21,CCn1ccc(=N)cc1
i,-0.63,O=C(O)CC1COc2ccccc2N1C(=O)c1ccccc1Cl (stereo not given)
i,-0.04,COc1ccc(N(C(=O)c2cccc([N+](=O)[O-])c2)S(=O)(=O)c2ccc3c(c2)n(C)c(=O)n3C)cc1
i,-0.46,Cc1cc(C)n2nc(C(=O)N3CCCC(N4CCN(c5ccccc5C)CC4)C3)cc2n1 (stereo not given)
i,-1.4,Cc1cc(C)c(OCCCCCn2ccnc2)c(C)c1

In the list so far, 2 have an NH in an aromatic ring.
KCNQ2 inh,Kir21 inh,SMILES
i,-0.42,CC(C)(C)CC(=O)Nc1nn[nH]n1
i,-0.03,COc1ccc(NC(=O)CN(C)S(=O)(=O)c2ccc3[nH]c(=O)oc3c2)cc1

Pulled by compound from above, 2 records:
KCNQ2 inh,Kir21 inh,SMILES
i,-2.2,Cc1ccc(SCCNC(=S)Nc2cc(C)ccc2C)cc1
i,0.93,CCn1c(SCC(=O)Nc2ccc(NC(=O)c3ccco3)c(OC)c2)nc2ccccc2c1=O

Next structures follow.
KCNQ2 inh,Kir21 inh,SMILES
i,0.38,CCn1c(SCC(=O)NC(C)(C)C)nc(O)cc1=O
i,-0.06,CCC(=O)N1CCN(c2ccc(NC(=O)c3ccc4ccccc4c3)cc2)CC1
i,-0.85,O=Cc1ccc(OCCOc2ccc([N+](=O)[O-])cc2)cc1
i,0.69,O=C(N/C(=C/c1ccc(Br)cc1)C(=O)N1CCOCC1)c1cccs1
i,1.8,COCCCNC(=O)c1cccc(C(=O)NCCCOC)c1
i,2,CC(C)[C@@H]1COC(c2cccc(C3=N[C@H](C(C)C)CO3)c2)=N1
i,-1.3,CCCCCC(=O)N1CCN(CCN=CC2=C(O)CC(c3ccc(OC)c(OC)c3)CC2=O)CC1 (stereo not given)
i,0.31,O=Cc1ccccc1OS(=O)(=O)c1ccccc1
i,0.97,CCC1(C)Cc2nc3[nH]c(=S)n(-c4ccccc4C)c(=O)c3cc2CO1 (stereo not given)
i,-0.77,COCc1cc(C)nc(N2CCNCC2)c1C#N
i,-0.06,COc1cc(NC(=O)CSc2ncnc3sc4c(c23)CCC(C)C4)c(C(=O)O)cc1OC (stereo not given)
i,-0.03,CCc1nnc(NC(=O)CSc2nnc(CNC(=O)c3cc(OC)c(OC)c(OC)c3)o2)s1
i,-0.05,CC(=O)c1cccc(NC(=O)C2CCCC2)c1
i,-0.69,COc1cccc(CN2CCN(Cc3cccc(Br)c3)CC2)c1OC
i,-1.7,CC(CC(=O)Nc1ccc(Br)cc1F)S(=O)(=O)c1ccc2c(c1)NC(=O)CO2 (stereo not given)
i,-0.06,COc1cccc(/C=N/NC(=O)CNC(=O)c2ccncc2)c1O
i,0.66,CCOC(=O)CSc1nnc2c(n1)C1(C)CCC2C1(C)C (stereo not given)
i,-1.1,Cc1cccc(C)c1NC(=O)COC(=O)c1cc(=O)c2ccccc2o1
i,-1,Cn1c(=O)oc2cc(S(=O)(=O)Nc3cccc4c3CCCC4)ccc21
i,-0.06,CC(=O)N1CCC(=NNc2ccc(S(=O)(=O)N3CCOCC3)cc2[N+](=O)[O-])CC1

Single records (already shown).
CCn1c(SCC(=O)NC(C)(C)C)nc(O)cc1=O is listed with KCNQ2 inh: i; Kir21 inh: 0.38
CCc1nnc(NC(=O)CSc2nnc(CNC(=O)c3cc(OC)c(OC)c(OC)c3)o2)s1 is listed with KCNQ2 inh: i; Kir21 inh: -0.03

The list continues:
KCNQ2 inh,Kir21 inh,SMILES
i,-1.5,CCOC(=O)c1sc(NC(=O)CSc2nc(-c3ccco3)cc(C(F)(F)F)n2)c(C(=O)OC)c1C
i,-4.7*,Cc1ccc(C)c(N2CCN(CCCNC(=O)Cn3cc4c(n3)CCC(C)C4)CC2)c1 (stereo not given)
i,1.4,COc1ccc(COCC(O)CN2CCC(C(N)=O)CC2)cc1 (stereo not given)
i,0.91,CCCCC(=O)NC(c1ccc(OC)c(OC)c1)c1c(O)ccc2ccccc12 (stereo not given)
i,-0.41,Cc1cc(/C=N/NC(N)=O)c(C)n1-c1ccc(F)cc1
i,-1.2,CCOC(=O)c1c(C)cccc1OCC(N)=O
i,-0.28,CC1(C)Cc2cccc(OCC(=O)N3CCN(S(=O)(=O)c4ccccc4F)CC3)c2O1
i,-0.73,CCOc1ccc(NS(=O)(=O)c2ccc3c(c2)n(C)c(=O)n3C)cc1
i,-0.23,Cc1cc(OC(=O)c2ccco2)c2c(C)cc(=O)oc2c1
i,-0.64,CCN(CC)c1ccc(NC(=O)c2ccc(Br)o2)cc1
i,-4.8*,COc1ccc(CCNCc2cc(C)n(-c3ccc(OC)cc3)c2C)cc1
i,-0.64,Cc1ccccc1CN1CCN(C(=O)c2cc(-c3ccncc3)nc3ccccc23)CC1
i,0.33,CC(C)C[C@H](NC(=O)c1nc[nH]c1C(=O)NCc1ccc(CNC(=O)OC(C)(C)C)cc1)C(=O)OCc1ccccc1
i,-1.3,COc1cc(CNc2ccc(N3CCCCC3)cc2)ccc1OCC(=O)NC(C)(C)C
i,0.34,Cc1ccc(OCC(=O)Nc2ccc3c(c2)CCC3)c([N+](=O)[O-])n1
i,-1.3,CCOC(=O)/C(C#N)=C/c1ccc(OC(=O)c2ccccn2)cc1
i,-0.37,COc1cccc(OCc2nnc3n2N=C(c2ccccc2)C(CC(=O)O)S3)c1 (stereo not given)
i,1,Nc1ccccc1N=Cc1ccc(-c2cccc(Cl)c2)o1
i,-6.7,CCN(CC)c1ccc(/C=C(/C#N)C(=O)NC(C)C)o1
i,1.6,O=C(Nc1ccc2[nH]c(=S)sc2c1)c1ccccc1

Some of these compounds in order of their number in Kir21 inh, descending.
KCNQ2 inh,Kir21 inh,SMILES
i,-0.41,Cc1cc(/C=N/NC(N)=O)c(C)n1-c1ccc(F)cc1
i,-1.3,COc1cc(CNc2ccc(N3CCCCC3)cc2)ccc1OCC(=O)NC(C)(C)C
i,-4.8*,COc1ccc(CCNCc2cc(C)n(-c3ccc(OC)cc3)c2C)cc1

Next part
KCNQ2 inh,Kir21 inh,SMILES
i,0.98,O=C(N/N=C/c1ccc[nH]1)c1ccc(O)cc1
i,1.4,CCN=C1SC(CC(=O)NCCc2ccc(OC)cc2)C(=O)N1CC (stereo not given)
i,0.64,O=C(Nc1ccc(F)c(F)c1)c1cc(S(=O)(=O)N2CCN(c3ccccn3)CC2)ccc1F
i,-2.4,O=C(c1ccco1)N1CCN(c2nc(C3CC3)nc3c2nnn3Cc2ccccc2Cl)CC1
i,-4.9*,C=CCc1ccc(OCCOCCOc2cccc3cccnc23)c(OC)c1
i,0.65,C=CCNC(=O)/C(C#N)=C/c1cn(-c2ccccc2)nc1-c1ccc(OC)c([N+](=O)[O-])c1
i,0.2,Cc1cc(C)n2c(SCc3ccc(Cl)cc3Cl)nnc2n1
i,0.66,O=C1/C(=C/N(C(=O)c2ccco2)c2ccc(Cl)cc2)Sc2ccccc21
i,-2.7,CC1(CCBr)C(=O)N(c2ccccc2)c2ccccc21 (stereo not given)
i,-0.76,CC(=O)N(C)c1ccc(NC(=O)/C=C/c2ccccc2Cl)cc1
i,-0.29,CC(C)(C)N1C(=O)c2ccc(C(=O)Nc3ccc(-c4nc5ccccc5[nH]4)cc3)cc2C1=O
i,-0.27,Cc1ccc(C(=O)OCC(=O)Nc2ccccc2)cc1NC(=O)c1ccco1
i,2.2,COc1cc(C(=O)OCC(=O)N2c3ccccc3NC(=O)C2(C)C)ccc1OCC(C)C
i,0.65,CC(C)CN(C(=O)COC(=O)COc1ccc2c(c1)CCC2)c1c(N)n(Cc2ccccc2)c(=O)[nH]c1=O
i,-0.32,CC(C)(O)C#Cc1ccc(CN2CCC(CO)(CCc3ccccc3)CC2)cc1
i,-0.49,COc1cccc(CNC(=O)CCNC(=O)C2CCN(S(=O)(=O)c3ccccc3)CC2)c1
i,-1.2,COC(=O)COc1ccc(S(=O)(=O)Nc2ccc3c(c2)OCO3)cc1Cl
i,0.26,Cc1[nH]c2ccccc2c1Cc1n[nH]c(=S)o1
i,0.18,O=S(=O)(c1ccc(N2CCCC2c2nc3ccccc3s2)nc1)N1CCOCC1 (stereo not given)
i,0.29,Cc1ncc([N+](=O)[O-])n1CC(=O)Nc1ccc(F)c(F)c1
i,-1.6,COc1ccc(-c2noc(CN(C(=O)c3ccoc3C)C(C)C)n2)cc1
i,-0.04,Cc1ccc(NS(=O)(=O)c2cccc(C(=O)NCCCn3ccnc3)c2)cc1
i,1.7,O=C1C2CCCCC2C(=O)N1c1nccs1 (stereo not given)
i,-0.21,CCOc1ccc(OCC)c2sc(C)nc12
i,0.01,CNC(=O)Oc1ccc2c(c1)[C@]1(C)CCN(C)C1N2C (stereo not given in full)
i,-0.41,Fc1ccc(C2c3cccn3CCN2C(=S)Nc2cccc(F)c2)cc1 (stereo not given)
i,0.56,COc1ccccc1-n1c(SCC(=O)Nc2nnc(C)s2)nc2c(c1=O)SCC2
i,0.94,Cc1c(NC(=O)c2cccs2)cccc1NC(=O)c1cccs1
i,-1.1,Cc1cccc(N(CC(=O)NC2CCCCC2)C(=O)c2csnn2)c1
i,-1,COC(=O)CCC(=O)Nc1nccs1
i,-0.27,CCOCCCN(CCC#N)C(=O)C1CCN(S(=O)(=O)c2ccc(-n3cnnn3)cc2)CC1
i,3,C/C(=N/NC(=O)c1cc(C)[nH]n1)c1ccco1
i,0.93,O=c1cc(CNc2ccc(Br)cc2)nc2sccn12
i,0.56,Cc1ccc(S(=O)(=O)N/N=C2/CC(c3ccccc3)Oc3ccccc32)cc1[N+](=O)[O-] (stereo not given)
i,-0.75,O=C(CCn1nc(-c2ccc(Cl)cc2)c2ccccc2c1=O)NCC1CCCO1 (stereo not given)
i,-0.57,COc1ccc2c(c1OC)C(=O)N1C2SC[C@H]1C(=O)NC1CCCCC1 (stereo not given in full)
i,0.02,COc1ccc(-c2cn[nH]c2-c2ccc(OCC(=O)NN)cc2O)cc1OC
i,1.7,O=C(NC(=S)Nc1nc(-c2cccc3ccccc23)cs1)c1cc2ccccc2o1
i,-0.2,Cc1cc(C)nc(SCC(=O)Nc2ccc(N3CCOCC3)cc2)n1
